M1 ag parental: M1 agonist counterscreen hit in parental CHO-K1 cells; Fluo-8 calcium fluorescence; scaled to maximal ATP response, vehicle zero; activation, % at 3 µM; 360,000 compounds, 0.48% hits; AID 602248; in the data active = activation above about 15%;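 note: untransfected CHO-K1 host cells lacking M1 receptor as counterscreen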
M1 PAM: human CHRM1 positive allosteric modulation | P11229 | CHO-K1 hM1, Fluo-8 calcium fluorescence, ACh EC20; 0% = ACh EC20, 100% = maximal ACh | activation, % at 3 µM | 360,000 compounds, 0.088% hits | AID 588819; in the data active = activation above about 19%, passing the limit was not always enough
Target sequence (P11229 whole entry, looked up): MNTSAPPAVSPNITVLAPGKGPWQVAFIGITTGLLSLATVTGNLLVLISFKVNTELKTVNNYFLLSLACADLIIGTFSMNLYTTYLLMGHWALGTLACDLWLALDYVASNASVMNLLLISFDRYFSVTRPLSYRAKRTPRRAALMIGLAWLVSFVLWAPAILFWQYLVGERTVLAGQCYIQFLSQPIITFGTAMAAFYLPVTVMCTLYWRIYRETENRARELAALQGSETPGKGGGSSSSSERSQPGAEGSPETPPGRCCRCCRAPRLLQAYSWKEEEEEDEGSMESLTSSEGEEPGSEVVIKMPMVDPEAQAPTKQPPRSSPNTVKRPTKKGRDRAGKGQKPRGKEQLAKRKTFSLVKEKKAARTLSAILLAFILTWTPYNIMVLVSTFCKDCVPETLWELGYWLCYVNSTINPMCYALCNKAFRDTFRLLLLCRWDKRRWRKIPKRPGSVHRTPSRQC
CHO parental Ca: counter-screen for OX1R antagonists: effect in parental CHO cells | parental CHO-K1, ATP-induced calcium, Fluo-8 fluorescence | 330,000 compounds, 0.63% hits | inhibition, % at 5.6 µM | AID 463079;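 active = inhibition above that plate's mean sample inhibition plus 3 SD, cut at about 26% in these data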;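 note: 0% = ATP-challenged DMSO wells and 100% = DMSO wells without ATP; some compounds past the cut are filed as inactive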
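test system = CHO parental line | reagent = ATP stimulus | measured by = intracellular calcium via Fluo-8 no-wash fluorescent dye | control set = ATP and no-ATP DMSO wells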
CHO-K1 Ca antag: M1 antagonist counterscreen hit in parental CHO-K1 cells; ATP-induced calcium, Fluo-8 fluorescence; inhibition, % at 3 µM; 360,000 compounds, 0.6% hits;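 active = inhibition above a per-plate cutoff, the plate's mean sample inhibition plus 3 SD, cut at about 24% in these data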;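 note: 0% = DMSO plus EC80 ATP and 100% = DMSO alone without ATP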
TAAR1 antagonist: antagonists of human TAAR1; CHO RD-HGA16 TAAR1, Fluo-8 calcium fluorescence, antagonist; inhibition, % at 3 µM; AID 624466; Q96RJ0; 360,000 compounds, 1.5% hits;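 active = inhibition above a per-plate cutoff, the mean inhibition of test compounds on that plate plus 3 SD, cut at about 49% in these data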;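 note: 0% = DMSO plus EC80 beta-PEA response and 100% = DMSO alone without agonist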
Target sequence (Q96RJ0 whole entry, looked up): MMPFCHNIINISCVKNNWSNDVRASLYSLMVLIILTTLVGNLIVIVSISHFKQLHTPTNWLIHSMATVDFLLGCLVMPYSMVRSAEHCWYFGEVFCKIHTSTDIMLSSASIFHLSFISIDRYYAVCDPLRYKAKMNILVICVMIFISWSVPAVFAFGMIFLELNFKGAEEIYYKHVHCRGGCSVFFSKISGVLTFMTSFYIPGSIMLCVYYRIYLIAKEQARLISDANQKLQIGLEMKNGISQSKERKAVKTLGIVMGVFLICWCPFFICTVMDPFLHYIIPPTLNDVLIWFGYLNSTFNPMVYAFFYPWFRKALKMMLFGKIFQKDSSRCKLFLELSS
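System: CHO RD-HGA16 cells bearing hTAAR1. Reagent: EC80 β-phenethylamine stimulus. Schedule: seeding 17-24 h prior, 75-min 37 °C, 30-min RT dye loading. Signal: Fluo-8 intracellular calcium dye fluorescence, real-time kinetic reads. Read-out: % inhibition from peak post-agonist over basal fluorescence ratio. Benchmarks: vehicle wells and EC80 agonist wells. Replicates: n of 1.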
CHO-K1 Ca PAM: M1 PAM counterscreen hit in parental CHO-K1 cells | ATP EC20, Fluo-8 calcium fluorescence; 0% at ATP EC20, 100% at ATP max | activation, % at 3 µM | 360,000 compounds, 0.02% hits | AID 602247;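 active = activation above the run cutoff, the mean activation of all test compounds plus 3 SD, cut at about 40% in these data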;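 note: peak over basal fluorescence ratio in a 140 s read after ATP addition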
M1 antag: antagonists of human M1 muscarinic receptor. inhibition, % at 3 µM. AID 588852. P11229. CHO-K1 hM1, Fluo-8 calcium fluorescence, ACh EC80 antagonist. 360,000 compounds, 1.3% hits;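 active = percent inhibition above its own plate's cutoff, namely the mean of that plate's compound wells plus 3 SD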;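 note: peak over basal fluorescence ratio during 140 s after agonist addition; 0% = ACh EC80 plus DMSO and 100% = DMSO alone without agonist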
M1 ag: human M1 muscarinic receptor agonism; P11229; CHO-K1 hM1, Fluo-8 calcium fluorescence, agonist mode; 0% DMSO, 100% acetylcholine EC100; activation, % at 3 µM; 360,000 compounds, 0.33% hits; AID 588814;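 active = activation above the run's mean compound activation plus 3 SD, cut at about 16% in these data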;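 note: peak over basal fluorescence ratio within a 140 s kinetic read after compound addition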
TAAR1 agonist: human TAAR1 agonism; activation, % at 3 µM; CHO RD-HGA16 TAAR1, Fluo-8 calcium fluorescence; vehicle wells 0%, saturating PEA agonist 100%; 360,000 compounds, 0.99% hits; Q96RJ0;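 active = activation above the mean activation of all test compounds in the run plus 3 SD, cut at about 38% in these data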
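Repeats: no replicates (n 1) | Material: CHO-derived RD-HGA16 cells with stable Gα16 and human TAAR1 | Technique: Kinetic Fluo-8 calcium fluorescence | Schedule: 17-24 h seeding, 75 min 37 °C dye, 30 min RT | Evaluation: % activation from peak over basal fluorescence ratio, DMSO-to-PEA scaled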
An asterisk follows results filed as active; . = no result given.

SMILES	M1 ag parental	M1 PAM	CHO parental Ca	CHO-K1 Ca antag	TAAR1 antagonist	CHO-K1 Ca PAM	M1 antag	M1 ag	TAAR1 agonist
Cc1cc(C(F)(F)F)nc(SCC(=O)Nc2cc(C)on2)n1	-0.2	1	-4	11	22	-7	9	-3	3
COc1ccc(-c2c(-c3cc(OC)cc(OC)c3)sc3ccc(OC)cc23)cc1	0.2	0	-18	-1	2	-6	0	-3	14
O=[N+]([O-])c1ncccc1OCc1ccc(Cl)c(Cl)c1	5.5	-4	4	-5	26	7	0	-8	-4
O=C(NNC(=O)c1ccc(SCC2CCCO2)c([N+](=O)[O-])c1)c1ccc(Cl)c([N+](=O)[O-])c1 (stereo unspecified)	3.1	-2	-12	-25	9	-7	-10	-4	0
Cn1c(=O)c(=O)n(C)c2cc(S(=O)(=O)N3CCCC3C(=O)NCc3ccco3)ccc21 (stereo unspecified)	0.8	1	-8	-9	-1	-1	9	-2	0
CCC(C)NC(=O)c1cn(-c2cccc(OC)c2)c(=O)c2ccccc12 (stereo unspecified)	0.8	2	5	-13	-8	-4	-4	-4	1
Cc1ccc(S(=O)(=O)Nc2cccc(C(=O)NCCCN3CCCC3=O)c2)cc1F	0.9	8	-18	-14	2	11	-10	-2	2
COc1cc(OC)cc(C(=O)NC(C(=O)NNC(=O)CN(C)S(=O)(=O)c2ccc(C)cc2)C(C)C)c1 (stereo unspecified)	-0.7	-1	.	-4	-6	-13	3	-6	-1
CSCCC(NC(=O)C1CCC(C)CC1)C(=O)OCC(=O)c1ccc(Cl)cc1 (stereo unspecified)	-0.3	7	-17	-5	-29	7	-9	3	3
O=C(NCCc1ccccc1)c1cccc2c1C(=O)N(C1CCCCC1)C2	0.9	3	-21	-13	-28	13	-4	-2	-1
CCNS(=O)(=O)c1cc(OC)ccc1OC	5.3	7	-3	-6	9	22	-6	-3	6
O=C(C1COc2ccccc2O1)N1CCc2ccccc21 (stereo unspecified)	0.1	-1	-8	-14	0	23	-1	-7	12
O=c1[nH]c(=O)c2nnc(N/N=C/c3ccccc3F)nc2[nH]1	-0.1	3	-4	-1	-2	-15	-14	-3	3
COc1ccc(C(=O)Oc2ccc(/C=N/NC(=O)Cc3ccc([N+](=O)[O-])cc3)cc2)cc1	2.3	0	3	-7	2	21	-1	-5	-1
Cn1c(SCC(=O)Nc2ccc(Br)cc2F)nnc1-c1ccco1	-0.8	3	-28	-12	3	25	10	-5	1
O=Cc1cccn1-c1sc2c(c1C(=O)O)CCCC2	0.4	3	5	-3	14	10	-1	-5	5
CC1CCC(NC(=O)c2ccc3nc[nH]c3c2)CC1 (stereo unspecified)	0.8	14	-4	-10	0	20	-41	0	1
CC(C)n1c(/C=C/c2ccccc2)nc2ccccc21	7.1	6	-32	-14	6	28	-8	-6	-3
CCOP(=O)(c1ccccc1)c1nc(-c2ccccc2Cl)oc1N1CCCCC1 (stereo unspecified)	0.9	15	24	-17	-13	21	-17	1	48*
CCOC(=O)C1CCN(Cc2nc3ccc([N+](=O)[O-])cc3c(=O)n2-c2ccc(OC)cc2OC)CC1	4.3	-1	-22	-15	-18	16	-4	-1	0
CC(C(=O)OCC(=O)Nc1cccc(S(=O)(=O)N(C)C)c1)N1C(=O)c2ccccc2C1=O (stereo unspecified)	10	0	-14	-10	-23	1	2	-3	4
O=C(CN1CCN(CC(=O)Nc2cccc(F)c2)CC1)Nc1ccc(-c2ccccc2)cc1	1.2	6	-14	-7	7	11	-6	-6	5
Cc1onc(-c2ccccc2)c1C(=O)OCC(=O)NCc1ccc(F)cc1	0.6	0	-19	2	7	3	-5	-6	8
COc1cc(NC(=O)CSc2nnc3c(C)cc4c(C)ccc(C)c4n23)c(C(=O)O)cc1OC	0.2	-4	3	7	2	-7	2	-3	0
COc1ccc(C(=O)Nc2cccc3nc(C)ccc23)cc1OC	7.4	5	-15	12	1	-13	-14	-2	4

Additional compounds follow.
SMILES	M1 ag parental	M1 PAM	CHO parental Ca	CHO-K1 Ca antag	TAAR1 antagonist	CHO-K1 Ca PAM	M1 antag	M1 ag	TAAR1 agonist
CCN(c1ccccc1)S(=O)(=O)c1ccc(N2CCN(c3ccccc3O)CC2)nc1	3.9	-8	11	-4	36	-9	13	-5	0
Cc1cc(NCCN2CCOCC2)n2nc(C)c(-c3ccccc3)c2n1	0.5	3	-2	-4	15	16	-17	-5	2
CN(CC(=O)Nc1ccc(Cl)c(C(F)(F)F)c1)C(=O)CCCNC(=O)c1ccc(Cl)cc1	-0.1	5	-19	9	4	-14	-5	-1	5
Nc1ccc2oc(-c3ccccn3)nc2c1	-0.5	6	-7	-2	-9	16	-4	-3	6
S=C(NCCN1CCCCC1)Nc1ccc(Br)cc1	2.2	0	-17	-9	-20	6	0	-4	9
COCCn1c(SCC(=O)N2CCCCC2)nc2c([nH]c3ccccc32)c1=O	2.3	-4	-26	-10	14	8	2	-4	1
CCN1C(=O)c2cccc3c(NC(=O)c4ccc(S(=O)(=O)N5CCOCC5)cc4)ccc1c23	1.5	-3	-16	-14	-2	9	3	-5	16
CC(=O)N1CCN(S(=O)(=O)c2cccc(C(=O)OCc3cccc(F)c3)c2)CC1	9.2	-3	-11	-17	-4	0	2	-1	2
Cc1c(C(=O)Nc2ccc(Oc3ccccc3)cc2)sc2nc3n(c(=O)c12)CCC3	6.3	-3	20	6	30	8	15	1	7
O=c1[nH]c2ccccc2n1CCCN1CCCCC1	0.3	-15	-7	-15	5	15	10	21*	8
Cc1ccc(-c2nnc(Oc3cccc(C)c3)c3ccccc23)cc1	0.0	1	-5	-4	-27	11	6	-5	9
CC(NCC1COc2ccccc2O1)C(=O)NCc1ccccc1 (stereo unspecified)	1.1	13	-9	-14	8	28	-10	-8	1
Cc1c(Nc2nc(-c3ccc(Cl)cc3)cs2)c(=O)n(-c2ccccc2)n1C	-1.0	-11	-5	-9	-37	5	-7	-12	0
COCCNC(=O)/C(C#N)=C/c1ccc(N2CCOCC2)o1	4.1	-3	5	-11	-2	17	6	-5	9
Cc1cccc(OCC(=O)N/N=C/c2cc([N+](=O)[O-])ccc2N2CCOCC2)c1	0.8	1	-5	4	-3	-6	-1	-4	3
COc1ccc(-n2c(SCC(=O)c3ccc[nH]3)nnc2-c2ccccc2)cc1	0.7	11	-5	-1	3	21	-15	0	-1
CCN(CC)CCn1c(=N)n(CCO)c2ccccc21	0.0	3	-1	-9	4	6	-4	-5	2
Cc1ccc(S(=O)(=O)NCC(=O)OCC(=O)Nc2cccc(S(=O)(=O)NC3=NCCCCC3)c2)cc1	1.1	6	6	-15	-25	23	-10	-8	6
COc1cc(CNc2ccc(N3CCCC3)cc2)ccc1OCc1ccccc1F	0.1	3	-4	-9	.	21	-1	-10	.
COc1ccc(CCn2c(NN)nc3c2c(=O)[nH]c(=O)n3C)cc1	-0.2	9	1	-11	-13	25	-17	-7	1
COc1ccc(C(C(=O)NCC2CCCO2)N(C(=O)CNC(=O)c2cccs2)c2ccc(C)cc2)cc1OC (stereo unspecified)	3.4	16	4	-1	23	23	-13	-9	3
CC(=O)n1cc(-c2ccncc2)c2ccccc21	0.2	6	-6	7	10	13	-2	-4	3
CCCCN=C1NN=C(c2cccc([N+](=O)[O-])c2)CS1	0.2	-4	-13	-11	2	1	7	-5	8
Cn1c(-c2ccc3c(c2)OCO3)cnc1NCc1ccccc1	3.4	-21	-24	-2	1	-7	10	-7	14
NS(=O)(=O)c1ccc(NCc2ccccc2OCc2ccccc2F)cc1	4.5	-1	-5	2	47	12	11	-4	0

Continued.
SMILES	M1 ag parental	M1 PAM	CHO parental Ca	CHO-K1 Ca antag	TAAR1 antagonist	CHO-K1 Ca PAM	M1 antag	M1 ag	TAAR1 agonist
CCCn1c(=N)n(CC(=O)OCC)c2ccccc21	0.2	4	-6	-8	12	12	-10	-6	5
Cc1ccccc1C(=O)NCCCNC(=O)c1ccco1	0.5	3	-3	-5	1	-1	-3	-2	3
COCc1ccc([C@@H]2C[C@H]3CN(Cc4cccc(Cl)c4)C(=O)[C@]34CCCN24)o1	7.5	-5	-17	-7	-3	12	12	-5	1
CCNc1nc(NCC)nc(-n2nc(C)cc2C)n1	-0.4	3	-3	-17	-3	24	-22	-4	3
Cc1csc2c(N3CCN(C(=O)Nc4ccc(Cl)c(Cl)c4)CC3)ncnc12	9.7	-13	21	18	16	-22	32	-1	10
COc1cc(NC(=O)Cc2ccccc2)c(C(=O)O)cc1OC	0.1	1	-4	-7	3	-4	6	1	8
COC(=O)CCN(C(=O)c1ccc(N2CCCC2)c([N+](=O)[O-])c1)c1ccccn1	1.1	4	-19	-18	-7	21	-4	-3	3
CCN(CC(=O)NCc1ccc(Cl)cc1)C(=O)CSc1ccc(F)cc1	1.4	11	-31	0	-26	15	-14	-5	0
COc1ccccc1C(=O)OCC(=O)NCCNC(=O)COC(=O)c1ccccc1OC	0.4	5	-10	-7	-15	-7	-6	-3	4
CCC(C)(C)NC(=O)CN(C(=O)C(=O)Nc1ccc2c(c1)OCCO2)N1CCOCC1	0.4	5	-5	-6	-13	-7	0	-3	0
CCCCN(C(=O)CSc1nnc2ccccn12)c1c(N)n(Cc2ccccc2)c(=O)[nH]c1=O	3.5	8	-2	2	4	21	-13	-7	1
CC(=O)c1c(N2CCOCC2)nc(=S)n(-c2ccccc2)c1C	0.2	-12	5	-14	-13	8	-17	-7	8
CC1=C(C(=O)OCc2ccccc2)C(c2ccc3ccccc3c2)NC(=O)N1CCCC(=O)O (stereo unspecified)	-0.5	8	-10	-6	-3	6	-6	-5	7
O=C(N/N=C\c1cccnc1)c1ccc(Br)s1	-0.1	4	.	-9	8	17	-7	-2	1
CC(NC(=O)CSc1nc2ccccc2c(=O)[nH]1)c1ccccc1 (stereo unspecified)	0.4	1	-12	0	1	9	-7	-5	11
CCCCN(CC)CCNC(=O)c1cc2cc3ccc(Cl)cc3nc2o1	0.4	11	-21	-4	-10	-5	-11	-10	-1
COc1cc2c(O)cc(C(=O)O)c(-c3cc(OC)c(OC)c(OC)c3)c2cc1OC	0.1	2	.	-10	6	1	-5	1	2

Arranged by molar mass (falling): part of the list above.
SMILES	M1 ag parental	M1 PAM	CHO parental Ca	CHO-K1 Ca antag	TAAR1 antagonist	CHO-K1 Ca PAM	M1 antag	M1 ag	TAAR1 agonist
CCCCN(CC)CCNC(=O)c1cc2cc3ccc(Cl)cc3nc2o1	0.4	11	-21	-4	-10	-5	-11	-10	-1
CC(NC(=O)CSc1nc2ccccc2c(=O)[nH]1)c1ccccc1 (stereo unspecified)	0.4	1	-12	0	1	9	-7	-5	11
CC(=O)c1c(N2CCOCC2)nc(=S)n(-c2ccccc2)c1C	0.2	-12	5	-14	-13	8	-17	-7	8
O=C(N/N=C\c1cccnc1)c1ccc(Br)s1	-0.1	4	.	-9	8	17	-7	-2	1
CCNc1nc(NCC)nc(-n2nc(C)cc2C)n1	-0.4	3	-3	-17	-3	24	-22	-4	3

From PubChem
